TRPV1 agonist: activates the human vanilloid receptor TRPV1 | Q8NER1 | 320,000 compounds, 0.19% hits | activation, % at 8.33 µM | TRPV1-expressing cells, Fluo-8 calcium influx, agonist mode | AID 540275; in the data active = activation above about 80%; inconclusive = between about 30% and that limit; note: 0% is about no effect
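Cells expressing TRPV1 were dye-loaded with Fluo-8 and read kinetically: 10 s baseline, 3 min after compound (agonist portion), then 2 min after EC20 capsaicin (allosteric enhancer portion). Calcium-bound dye fluorescence at 480/520 nm.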
Tb PFK inh: T. brucei PFK enzyme inhibition | AID 485367 | 330,000 compounds, 0.17% hits | Potency, µM (series often up to 57.5 µM), inactives show top-dose activity, negative = inhibition, actives largely listed as inhibitors | O15648 | T. brucei PFK, ADP-Glo luminescence;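 note: potency is the fitted concentration of half-maximal effect; 0% = uninhibited 1x PFK enzyme wells and -100% = no-enzyme wells; nearly all actives have a fitted effect of over 60% in size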
Target sequence (O15648 whole entry, looked up): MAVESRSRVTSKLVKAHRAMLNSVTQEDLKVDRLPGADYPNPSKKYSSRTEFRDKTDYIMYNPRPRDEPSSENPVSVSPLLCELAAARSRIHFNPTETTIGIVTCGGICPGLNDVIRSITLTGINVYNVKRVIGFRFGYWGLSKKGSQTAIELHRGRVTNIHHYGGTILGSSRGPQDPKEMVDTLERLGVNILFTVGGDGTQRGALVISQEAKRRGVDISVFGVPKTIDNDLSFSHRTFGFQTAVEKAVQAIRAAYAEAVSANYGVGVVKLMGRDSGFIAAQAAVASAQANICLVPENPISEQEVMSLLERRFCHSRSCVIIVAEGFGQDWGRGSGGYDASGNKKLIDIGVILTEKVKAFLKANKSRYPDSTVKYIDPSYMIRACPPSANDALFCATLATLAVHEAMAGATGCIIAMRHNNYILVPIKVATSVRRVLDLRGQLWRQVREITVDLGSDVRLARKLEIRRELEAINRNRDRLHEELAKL
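Compounds were pin-transferred as a titration series up to 57 uM into substrate buffer (0.5 mM F6P, 0.1 mM ATP, pH 8.0), then 1.25 nM PFK was added and reactions ran 45 min before ADP-Glo detection.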
ELG1 genotoxic: inducers of genotoxicity in HEK293T ELG1-luciferase cells. HEK293T ELG1-luciferase reporter, luminescence, 16 h. Potency, µM (series often up to 46 µM), without a hit: top-dose activity change, positive = activation, usual class: activators. 330,000 compounds, 1.3% hits; note: potency is the fitted concentration of half-maximal effect; % of control where 0% means no effect; nearly all actives have a fitted effect of over 60% in size
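DMSO vehicle served as control against compound-treated ELG1-luciferase HEK293T cells; exposure lasted 16 hr at 37 °C and 5% CO2, followed by ONE-Glo luminescence detection after 30 min.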
Rab9 promoter act: activates the Rab9 promoter; AID 485297; 320,000 compounds, 2.8% hits; Huh7 Rab9 promoter-luciferase reporter, luminescence, 24 h; Potency, µM (highest dose often 9.22 µM), inactives show at the top dose activation, negative = inhibition, hits mostly activators; note: potency is the fitted concentration of half-maximal effect; % of control where 0% means no effect; nearly all actives have a fitted effect of over 60% in size
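Huh7 cells stably carrying a Rab9 promoter-luciferase reporter, 1500 cells per well in OP-MEM I with 10% FBS, treated with compound 24 hours at 37C. Luciferase activity read by luminescence after 10 minutes with Amplite reagent.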
VP16 counter: Gal4-VP16 reporter inhibition counter-screen. Drosophila S2 Gal4-VP16 UAS-luciferase, luminescence, 20 h. Potency, µM (highest dose often 53.6 µM), inactives show at the top dose activity, negative = inhibition, actives largely listed as inhibitors. 310,000 compounds, 3.5% hits;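 note: Gal4-VP16 expression switched on by copper sulfate through the metallothionein promoter; potency is the fitted concentration of half-maximal effect; % is set by controls: 0 for no effect and ±100 for the full control effect; nearly all actives have a fitted effect of over 50% in size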
FLuc modulator: counter-screen for miR-21 project: firefly luciferase inhibitors or activators | P08659 | purified FLuc, Km substrates, luminescence inhibition | Potency, µM (series often up to 57.5 µM), for the others: at the top dose activity change, negative = inhibition, actives largely listed as inhibitors | 360,000 compounds, 6.9% hits;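 note: potency is the fitted concentration of half-maximal effect; plate controls were vehicle for no effect and reference inhibitor for full effect; nearly all actives have a fitted effect of over 55% in size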
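Purified P. pyralis luciferase (10nM final) with 10uM D-luciferin and 10uM ATP (Km levels) in 50mM Tris acetate pH 7.5, 10mM Mg acetate, 0.01% Tween-20, 0.05% BSA; qHTS 6-point titration, ~60 µM downward; luminescence read.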
BRCA1 expr up: BRCA1 expression activation. Potency, µM (highest dose often 46.1 µM), for inactives: top-dose activation, hits mostly activators. MCF7-BRCA1-FFLuc reporter, luminescence, 48 h; response scale: scaled: vehicle 0%, 10 µM genistein 100%. 380,000 compounds, 1.1% hits. AID 624202; note: potency is the fitted concentration of half-maximal effect; nearly all actives have a fitted effect of over 80% in size; some results filed as inactive show a strong effect at the top dose
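Luminescence from a BRCA1-driven firefly luciferase in MCF7 cells was the read-out, taken 15 min after substrate addition following 48 h compound exposure at 37 °C. Data were normalized to a 10 microM genistein control and DMSO vehicle.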
ELG1 DNA repair: inhibitors of ELG1-dependent DNA repair in HEK293T cells. HEK293T ELG1-luciferase reporter, luminescence, 16 h; DNA damage induced by 5-fluorouridine. Potency, µM (top dose mostly 46.1 µM), for inactives: at the top dose activity change, negative = inhibition, most hits filed as inhibitors. 330,000 compounds, 2.3% hits. AID 504467; note: potency is the fitted concentration of half-maximal effect; % is set by controls: 0 for no effect and ±100 for the full control effect; nearly all actives have a fitted effect of over 55% in size
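5-Fluorouridine DNA damage + compound/DMSO, 2,000 cells/well, 16 h, 37 °C/5% CO2. ONE-Glo, 30 min RT, luminescence. Readout = decrease in reporter signal.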
NPC1 prom act: activators of NPC1 promoter | 320,000 compounds, 2.4% hits | Huh7 NPC1 promoter luciferase reporter, 24 h | Potency, µM (doses to about 9.22 µM), for the others: at the top dose activation, usual class: activators;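 note: potency is the fitted concentration of half-maximal effect; % of control where 0% means no effect; nearly all actives have a fitted effect of over 60% in size; reporter is driven by a mutant NPC1 promoter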
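Cells: Huh7 expressing luciferase under the NPC1 promoter, 1500/well. Seeded 2 h, compound added, incubated 24 h at 37 °C. Luciferase reagent, 10 min ambient, then luminescence.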
p53 reactivator: mutant p53 re-activation in reporter cells | H1299 p53-A138V BP100-luciferase reporter, luminescence, 24 h | AID 504706 | Potency, µM (highest dose often 92.2 µM), for inactives: at the highest dose activity change, positive = activation, most hits filed as activators | 320,000 compounds, 0.063% hits; note: potency is the fitted concentration of half-maximal effect; % of control where 0% means no effect; nearly all actives have a fitted effect of over 45% in size
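p53-null H1299 cells stably carrying temperature-sensitive p53-A138V and a BP100-luciferase reporter were pinned with compounds (4-point, 1:5 series) and held 24 hrs at 37 deg C. Luminescence was read 10 min after detection reagent.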
RORg inh: blocks mouse ROR gamma transcriptional activity; Drosophila S2 Gal4-RORgamma UAS-luciferase reporter, 20 h; P51450; 310,000 compounds, 5.4% hits; Potency, µM (doses to about 53.6 µM), inactives show at the highest dose activity change, negative = inhibition, most hits filed as inhibitors; note: potency is the fitted concentration of half-maximal effect; % is set by controls: 0 for no effect and ±100 for the full control effect; nearly all actives have a fitted effect of over 60% in size
Target sequence (P51450 whole entry, looked up, the tested form may be a part): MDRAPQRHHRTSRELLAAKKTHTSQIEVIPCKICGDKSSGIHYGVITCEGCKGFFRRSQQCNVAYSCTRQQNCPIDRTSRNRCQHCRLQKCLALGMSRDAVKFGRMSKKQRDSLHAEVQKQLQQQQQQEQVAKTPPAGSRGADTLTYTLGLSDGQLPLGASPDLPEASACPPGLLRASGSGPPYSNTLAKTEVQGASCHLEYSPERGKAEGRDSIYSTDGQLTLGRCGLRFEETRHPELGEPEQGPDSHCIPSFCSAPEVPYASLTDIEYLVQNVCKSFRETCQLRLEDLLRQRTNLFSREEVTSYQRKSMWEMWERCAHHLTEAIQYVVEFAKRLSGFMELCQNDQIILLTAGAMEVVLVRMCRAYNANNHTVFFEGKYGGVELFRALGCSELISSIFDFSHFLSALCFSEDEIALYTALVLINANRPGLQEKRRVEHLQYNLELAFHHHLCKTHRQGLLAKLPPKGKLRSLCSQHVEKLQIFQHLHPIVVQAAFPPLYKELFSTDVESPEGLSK
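In this cell-based reporter format, copper sulfate (700 uM final) drives Gal4–ROR gamma fusion expression from a metallothionein promoter in Drosophila Schneider cells; compounds preincubated 1 hr, reporter read after 20 hr at ambient temperature.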
* hit, by the source's call; ? = inconclusive; / = no result given; [ ] = remark or other dose. Unless noted, calls come from the whole dose curve; as a rule, active = well fitted curve in the direction sought with a large enough effect; inconclusive = small, poorly fitted or top-dose-only effect, or another doubt; inactive = no such curve, though single readings can be large; an effect the other way counts as inactive or inconclusive.

Each structure is followed by: TRPV1 agonist, Tb PFK inh, ELG1 genotoxic, Rab9 promoter act, VP16 counter, FLuc modulator, BRCA1 expr up, ELG1 DNA repair, NPC1 prom act, p53 reactivator, RORg inh
- O=C(Nc1nnc(Cc2ccccc2)s1)c1ccco1
    12, 4%, 16µM*, ?, 23%, 17µM*, 13µM*, ?, ?, 14%, ?
- COc1cc(/C=N/NC(=O)Cc2csc(N3CCOCC3)n2)cc(OC)c1O
    -3, 0%, 0%, 0%, -28%, 15µM*, 28%, -4%, 0%, -1%, -41%
- O=C(Nc1cccc(Br)c1)c1ccc(OC2CSC2)cc1
    ?, -5%, 3.3µM*, 2.2µM*, 11%, 2.7µM*, /, ?, ?, 26%, 12%
- COC(=O)C1(C)NC(c2ccc(OC)cc2)C2C(=O)N(c3ccccc3)C(=O)C21 (centres undefined)
    -3, -13%, 1%, 12%, 2%, 3%, -1%, 19%, 0%, -2%, 2%
- O=C1C2C3c4ccccc4C(c4ccccc43)C2C(=O)N1c1ccncc1 (centres undefined)
    -4, -20%, -11%, 0%, -7%, 2%, -15%, -11%, -1%, -2%, 45%
- CCOC(=O)c1c(C)[nH]c(C(=O)COC(=O)CCS(=O)(=O)c2ccc(C)cc2)c1C
    -3, -1%, 2%, -3%, -2%, -2%, -1%, 3%, 0%, -3%, 21%
- COc1ccc(NC(=O)Nc2cc(C)cc(C)c2)cn1
    ?, 2%, -1%, 0%, 6%, -19%, 13%, 18%, -4%, -2%, ?
- Nc1cc(=O)nc(SCC(=O)Nc2ccccc2Cl)n1-c1ccccc1
    -2, 0%, 1%, -1%, -6%, -2%, -18%, -2%, -3%, 0%, 18%
- CCCCn1nc2cc(C(=O)NCc3ccco3)ccc2c1OCC
    -2, 5%, 3%, -5%, 5%, -2%, -4%, -7%, -2%, -5%, -6%
- CC1(O)C(=O)c2ccccc2N(c2ccccc2)C1=O (centres undefined)
    3, -3%, 17%, 10%, -10%, 4%, 0%, 8%, -1%, 6%, 4%
- c1coc(Cn2nnnc2CN2CCN(C3CCCC3)CC2)c1
    -1, -3%, 0%, -9%, -1%, -1%, 0%, 15%, -2%, 9%, -29%
- Nc1nc(Nc2ccccc2)nc(NCc2ccccc2)c1[N+](=O)[O-]
    -2, -2%, 5%, -1%, -16%, -16%, -68%, 21µM*, -3%, -3%, 28%
- CCc1ccc(S(=O)(=O)NCc2cn3ccccc3n2)s1
    /, 1%, -7%, 4%, -25%, -12%, -23%, ?, 1%, -6%, -19%
- S=c1[nH]nc(-c2ccc3ccccc3n2)n1-c1cc(Cl)cc(Cl)c1
    -8, -2%, 2%, 2%, 2.2µM*, -1%, -41%, -2%, -2%, 19%, 0.79µM*
- COc1ccc(C(=O)NCC2COc3ccccc3O2)cc1S(=O)(=O)N1CCOCC1 (centres undefined)
    0, 6%, -2%, 2%, /, -3%, -12%, 5%, -1%, -2%, /
- CCn1c(Cc2ccccc2)nnc1SCC(=O)Nc1ccc(N2CCOCC2)c(Cl)c1
    3, -2%, 12%, -2%, 2%[0.365 µM], 15µM*, -2%, -4%, 11%, 15%, 10%
- CCCOc1ccc(C2C(C(=O)c3ccc(C)o3)=C(O)C(=O)N2CCN2CCOCC2)cc1OC (centres undefined)
    0, 1%, -1%, -2%, -5%, 0%, -1%, 5%, -2%, 3%, 1%
- CCC1(c2ccccc2)NC(=O)N(CC(=O)N(C)CC(=O)Nc2ccc(F)c(F)c2F)C1=O (centres undefined)
    0, 6%, 0%, -1%, /, 1%, -23%, 13%, -1%, -5%, /
- COc1ccc2c(c1)nc(SCC(O)c1ccccc1)n2C (centres undefined)
    -5, -2%, 0%, -1%, 28%, ?, -22%, 8%, -10%, 1%, 17%
- COc1ccc(OC)c(NC(=O)CSc2nnc(Cn3c(=O)sc4ccccc43)n2C)c1
    -1, 14%, 2%, -4%, -7%, 1%, -1%, -11%, -4%, -6%, -11%
- Cc1cccc(N2CCN(C(=O)N3CCCCC3)CC2)c1C
    82*, 6%, -2%, 0%, -2%, -2%, -14%, 0%, -7%, -6%, 3%
- O=C(CNC(=O)c1ccc(Br)o1)NC1CCCCC1
    2, -1%, 7%, 4%, -2%, 1%, 6%, 20%, 0%, 16%, -19%
- COc1ccc(C(=O)NC(=S)Nc2nc(-c3ccc(OC)c(Br)c3)cs2)cc1Br
    -2, 4%, -1%, -4%, -18%, -2%, 0%, 17%, -3%, 10%, -28%
- CC(C)CC(NC(=O)c1ccccc1NC(=O)c1ccccc1)C(=O)O (centres undefined)
    5, -1%, -3%, 2%, 0%, -17%, 4%, 3%, -1%, -4%, 21%
- Cc1ccc([N+](=O)[O-])c(OCCN2C(=O)NC(C)(C)C2=O)c1
    0, 10%, 1%, -4%, 19%, 1%, -7%, 4%, -5%, -2%, 34%
- COc1ccc(CC(=O)N(C)CC(=O)Nc2ccccc2Cl)cc1S(=O)(=O)N1CCOCC1
    -1, 4%, 1%, -11%, /, 0%, 3%, 12%, -1%, -1%, /
- O=C(N/N=C/c1c(O)ccc2ccccc12)c1ccc[n+](CCO)c1
    0, 2%, -1%, -2%, -2%, -16%, -46%, 0%, 3%, -4%, -59%
- S=C(NCc1ccc(Cl)cc1)N1CCN(c2ccccn2)CC1
    10, -1%, 1%, 1%, -11%, -2%, 28%, 2%, -2%, 0%, 19%
- Cc1cccc(C(C)C)c1NC(=O)CN(C)Cc1cccc(F)c1
    ?, -2%, -2%, 2%, 1%, 3%, -2%, 10%, -2%, -3%, 13%
- Cc1ccc(S(=O)(=O)N[C@@H](Cc2ccccc2)C(=O)CCl)cc1
    2, -19%, 0%, -41%[inhibitor][46.1 µM], 16µM*, -14%, -41%, 16µM*, -25%[46.1 µM], -9%, ?
- COc1cc(C)c(CN2CCC(n3nccc3NC(=O)C3CC3)CC2)cc1C
    0, 3%, 0%, 3%, -4%, 5%, -19%, -2%, -4%, 7%, -42%
- COc1ccc(CCNS(=O)(=O)c2cc(C(=O)O)c(Cl)cc2Cl)cc1
    1, 0%, 1%, -9%, 5%, -4%, 3%, -5%, -6%, ?, -7%
- COC(=O)c1ccc(NC(=O)COC(=O)CCC2CCCC2)cc1
    17, -4%, 0%, 0%, /, 3%, 0%, 8%, 0%, 5%, /
- Nc1sc2c(c1C(=O)NC1CC1)CCCC2
    /, -5%, 4%, /, /, /, -16%, ?, /, 0%, /
- C=CC[C@@H](CC(=O)N(CCO)Cc1ccccc1)C(=O)N[C@H](COC(=O)[C@@H](CC=C)CC(=O)OC(C)(C)C)Cc1ccccc1
    /, -4%, -13%, /, /, /, -22%, ?, /, 10%, /
- CCn1ncc(CNC(=O)CCCSc2nc(-c3ccco3)cc(C(F)(F)F)n2)c1C
    0, 0%, -3%, -1%, -26%, 2%, -25%, ?, -1%, -14%, -36%
- CCCS(=O)(=O)c1c(S(=O)(=O)CCC)c2cc(-c3ccncc3)ccn2c1C(=O)OC
    ?, -8%, ?, -5%, 2%, -1%, -45%, ?, -6%, -4%, ?
- O=C1NCCN1Cc1ccc(Cl)cc1
    0, -1%, 0%, -8%, 5%, -1%, 24%, -12%, -2%, -3%, 1%
- COc1ccc(NS(=O)(=O)c2ccc(OC)c(OC)c2)cc1OC
    0, 1%, -1%, -2%, -4%, 2%, -34%, -12%, -7%, 0%, ?
- CCOC(=O)N1CCN(C(=O)c2cccc(S(=O)(=O)Nc3ccc(Br)cc3)c2)CC1
    4, 1%, 0%, -3%, /, 7%, -18%, -2%, -3%, -5%, /
- COC(=O)c1cc(OC)c(OC)cc1NC(=O)Nc1ccc(OC)cc1OC
    -6, 1%, -2%, 11%, 2%, -5%, 3%, -1%, 1%, -3%, 2%
- CCNC(=S)N1CCN(Cc2ccc3c(c2)OCO3)CC1
    8, 2%, -4%, 2%, 0%, 0%, -11%, -5%, -2%, -2%, 6%
- CC(=O)c1cccc(NC(=O)N2CCCC2C(=O)Nc2cccc(C)c2C)c1 (centres undefined)
    0, -3%, 3%, -8%, 1%, -8%, -18%, -11%, 2%, -9%, -59%
- O=C1CCC([N+](=O)[O-])C(c2ccc(Cl)cc2)N1 (centres undefined)
    -1, 1%, -1%, -6%, -1%, 3%, -8%, 4%, -3%, -2%, 3%
- CSc1nc2nc(C)cc(-c3ccccc3)n2n1
    -2, 1%, -1%, -9%, -4%, 3%, -5%, 1%, -2%, 1%, 0%
- CCNC(=O)c1c(C)nc2ccccn12
    -5, 1%, 0%, -4%, 4%, 1%, 11%, 0%, 4%, 4%, -19%
- O=C(O)CSCC(=O)Nc1ccccn1
    -3, -10%, 0%, 0%, -3%, -2%, 0%, ?, 1%, 4%, -3%
- c1ccc(-c2nn[nH]n2)nc1
    4, 1%, 0%, 5%, -12%, -1%, 1%, -3%, -2%, 0%, -2%

Compounds as they come; overall some 15% were active at least once.
